# Source: PubChem BioAssay
# MsrA inhibitor = bovine MsrA enzyme inhibitors, primary screen, biochemical, absorbance, HTS. Methionine sulfoxide reductase A (Bos taurus). purified bovine MsrA, absorbance read-out. inhibition, % at 15.5 µM. hit rate 0.75% among 360,000. AID 651718, 2012; in the data active = inhibition above about 4.5%;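 note: 0% = vehicle wells with enzyme and 100% = reference inhibitor wells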
# Scp1 inh = Scp-1 phosphatase inhibitors, primary screen, biochemical, colorimetric, uHTS. Recombinant Scp1, phosphopeptide, malachite green phosphate absorbance. inhibition, % at 20 µM. hit rate 0.88% among 340,000. AID 493091, 2011;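 active = inhibition above about 50% at 20 µM, limit read from the data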;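 note: plate controls were DMSO wells with enzyme for no effect and wells lacking enzyme for full effect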
# Target sequence (Q9GZU7 76-261 limits assumed): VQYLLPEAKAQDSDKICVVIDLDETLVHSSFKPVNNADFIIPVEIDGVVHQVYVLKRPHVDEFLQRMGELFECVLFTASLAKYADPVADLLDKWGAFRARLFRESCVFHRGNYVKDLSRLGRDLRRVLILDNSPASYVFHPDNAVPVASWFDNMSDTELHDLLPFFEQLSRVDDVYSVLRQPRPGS
#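 Assay system: SCP-1 catalytic fragment, aa 76-261 | Buffer or medium: Tris acetate buffer pH 5.5 with MgCl2 and Tween-20 | Compound: One concentration, 20 µM, with 1.0% DMSO | Also added: Phospho 17-mer peptide substrate | Signal: Absorbance at 630 nm | Incubation: 45 min enzyme reaction at room temperature | Measure: % inhibition of SCP-1 phosphate liberation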
# SUMO1-SIM PPI = modulators of SUMO1 protein-protein interactions, primary screen, biochemical, uHTS; Small ubiquitin-related modifier 1 (Homo sapiens), P63165; hit rate 0.33% among 360,000; SUMO1 binding to a labelled peptide, TR-FRET, 1 h; inhibition, % at 20 µM; in the data active = inhibition above about 37%
# eLon inh = inhibitors of E. coli Lon protease, primary screen, biochemical, fluorescence polarization. P0A9M0. purified E. coli Lon protease. inhibition, % at 7.94 µM. hit rate 0.42% among 360,000. AID 602123, 2011; in the data active = inhibition above about 13%, passing the limit was not always enough;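 note: 0% = enzyme with probe and DMSO and 100% = no enzyme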
# Target sequence (P0A9M0 whole entry, looked up): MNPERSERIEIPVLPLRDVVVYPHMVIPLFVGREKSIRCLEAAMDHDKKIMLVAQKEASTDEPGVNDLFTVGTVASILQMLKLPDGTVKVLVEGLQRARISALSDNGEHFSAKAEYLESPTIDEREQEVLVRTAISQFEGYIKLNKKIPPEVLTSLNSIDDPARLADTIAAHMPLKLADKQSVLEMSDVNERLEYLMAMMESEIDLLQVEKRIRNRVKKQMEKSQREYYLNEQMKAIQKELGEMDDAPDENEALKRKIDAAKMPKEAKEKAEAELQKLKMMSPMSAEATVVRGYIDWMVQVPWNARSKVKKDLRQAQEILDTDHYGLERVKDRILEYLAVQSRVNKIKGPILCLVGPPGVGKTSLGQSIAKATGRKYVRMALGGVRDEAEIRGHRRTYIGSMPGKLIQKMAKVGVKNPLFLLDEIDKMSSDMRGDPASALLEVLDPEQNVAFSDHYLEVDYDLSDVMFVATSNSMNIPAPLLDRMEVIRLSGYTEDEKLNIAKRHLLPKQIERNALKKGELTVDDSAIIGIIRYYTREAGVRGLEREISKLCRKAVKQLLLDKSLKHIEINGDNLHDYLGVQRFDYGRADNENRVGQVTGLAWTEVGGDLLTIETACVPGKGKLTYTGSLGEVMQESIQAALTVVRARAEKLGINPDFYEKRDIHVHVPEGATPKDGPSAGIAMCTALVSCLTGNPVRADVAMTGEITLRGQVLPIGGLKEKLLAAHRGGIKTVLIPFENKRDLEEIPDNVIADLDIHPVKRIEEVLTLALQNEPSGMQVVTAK
# DNMT1 block = human DNMT1 methyltransferase inhibitors, primary screen, biochemical, molecular beacon, fluorescence, HinP1I cleavage, uHTS. DNA (cytosine-5)-methyltransferase 1 (Homo sapiens), P26358. inhibition (reported as % activation of signal), % at 10 µM. hit rate 0.83% among 360,000. AID 588458, 2011; in the data active = inhibition above about 50%
# STEP inh = STEP phosphatase inhibitors, primary screen, biochemical, fluorescence intensity, uHTS; inhibition, % at 20 µM; recombinant STEP, OMFP fluorogenic substrate; hit rate 0.25% among 360,000;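 active = inhibition at 20 µM, scaled per plate between control wells, above about 37%, limit read from the data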;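 note: 0% = DMSO with enzyme and substrate and 100% = substrate only without enzyme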
#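 Assay system: isolated STEP enzyme / Timing: 20 min at room temperature, dark / Doses: 20 µM, 1% DMSO / Technique: fluorescence intensity, excitation 480 nm, emission 540 nm / Reagent: fluorogenic phosphatase substrate OMFP at 25 µM final / Measure: percent inhibition scaled to no-enzyme and uninhibited-enzyme controls, plate-pattern corrected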
# Tb MetRS inh = T. brucei MetRS inhibitors, primary screen, biochemical, luminescence; methionyl-tRNA synthetase (Trypanosoma brucei brucei); purified T. brucei MetRS, ATP depletion, Kinase-Glo luminescence; inhibition, % at 11.9 µM; hit rate 0.4% among 360,000;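 active = inhibition above a per-plate cutoff of the control wells' mean inhibition plus 3 SD, cut at about 5.5% in these data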;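 note: 0% = DMSO wells median and 100% = median of wells with control inhibitor compound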
#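 assay system = parasite MetRS enzyme | timing = 15 min preincubation, 2 h reaction, all 25 °C | evaluation = percent inhibition relative to median high and low control wells | medium = HEPES buffer containing pyrophosphatase, BSA, spermine, DTT | compound = single dose, 11.9 µM final nominal, 0.9% final DMSO | detection = Kinase-Glo luminescence, ATP depletion format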
# CendR NRP1 mod = modulators of CendR peptide binding to NRP-1, primary screen, biochemical, fluorescence polarization, uHTS | Neuropilin-1 (Homo sapiens), O14786 | FAM-RPARPAR peptide binding to NRP-1 | hit rate 0.85% among 360,000 | inhibition, % at 25 µM;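 active = inhibition or corrected inhibition above about 18%, plus a signal ratio from 0.5 to 1.5, limit read from the data, passing the limit was not always enough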; note: strong numbers were not always called active
# LMPTP block = LMPTP phosphatase inhibitors, primary screen, biochemical, fluorescence intensity, uHTS; Low molecular weight phosphotyrosine protein phosphatase (Homo sapiens), P24666; recombinant LMPTP-A, OMFP fluorogenic substrate; inhibition, % at 20 µM; hit rate 0.22% among 360,000;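 active = compounds that cut the enzyme signal by at least half of the control window in the single-dose screen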;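 note: plate controls were DMSO wells with enzyme plus substrate for no effect and substrate without enzyme for full effect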
#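 Test system: LMPTP-A phosphatase enzyme. Amount: LMPTP-A at 0.625 nM final in the reaction. Reagent: OMFP substrate, 400 µM final. Times: 50 min at room temperature. Signal: endpoint fluorescence intensity from OMFP dephosphorylation. Read-out basis: % inhibition. Benchmarks: no-enzyme and uninhibited controls.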
# bovine MsrA act = bovine MsrA enzyme activators, primary screen, biochemical, absorbance, HTS; Methionine sulfoxide reductase A (Bos taurus); purified bovine MsrA, absorbance read-out; activation, % at 10.6 µM; hit rate 0.3% among 360,000; in the data active = activation above about 7.5%;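 note: 0% = vehicle and 100% = reference activator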
# * marks the source's active call; other numbers are inactive results; / = no result given; & = joins results of further samples. The order is random; 4.3% or so of the library scored in one or more.
1. CCCOC1CCCN(C(=O)c2cc(COc3ccc(F)c(F)c3)on2)C1 (stereo unspecified)
2. CCNS(=O)(=O)c1ccc(CCC(=O)NCc2ccc3c(c2)OCO3)cc1
3. Brc1nc(Br)n(Cc2ccccc2)n1
4. CC(C)CCC(C(=O)O)C(C)CC(=O)NNC(=O)c1ccco1 (stereo unspecified)
5. O=C(Nc1ccc(F)cc1)c1nc[nH]c1C(=O)O
6. O=C(NC[C@@H]1CCCO1)c1cccc2c1C(=O)c1ccc(Cl)cc1S2(=O)=O
7. CCN1CNC(=S)N(c2cccc(C)c2C)C1
8. CN1CCCC1CCNC1C2CC3CC(C2)CC1C3 (stereo unspecified)

compound no. | 1 | 2 | 3 | 4 | 5 | 6 | 7 | 8
bovine MsrA act | -6.4 | 2.3 | -1.9 | -3.0&-0.9 | -0.4 | -1.4 | -0.5 | -6.3
MsrA inhibitor | -1.1 | 2.6 | 0.3 | 0.8&1.0 | -0.3 | -0.8 | 0.6 | -1.8
Tb MetRS inh | -0.2 | -0.4 | -0.8 | 0.1&-0.7 | 0.5 | -0.2 | -0.1 | -0.7
STEP inh | -1.7 | 0.6 | -2.0 | 4.3&0.1 | -1.6 | -0.6 | 0.1 | -2.4
SUMO1-SIM PPI | -1.6 | 5.1 | -0.2 | 0.6&0.2 | 1.5 | -39.4 | 2.2 | 1.6
LMPTP block | -0.3 | 0.1 | 0.2 | 0.0&-3.3 | -0.3 | -1.2 | -1.9 | -7.8
eLon inh | 8.7 | -6.5 | 11.8 | -5.0&-6.2 | 2.9 | -3.3 | 2.5 | 0.6
Scp1 inh | -1.6 | -5.0 | -1.9 | -5.2&5.4 | -4.2 | -2.3 | -4.7 | -6.1
CendR NRP1 mod | 4.5 | 11.8 | -7.4 | -3.1&-13.4 | -0.2 | 1.2 | -11.6 | -11.8
DNMT1 block | 0.4 | -2.7 | -3.2 | 9.1&0.9 | -0.4 | 6.5 | 3.8 | -3.8

# Next part, starting with the last 2 of the part before.
7. CCN1CNC(=S)N(c2cccc(C)c2C)C1
8. CN1CCCC1CCNC1C2CC3CC(C2)CC1C3 (stereo unspecified)
9. CC(C)CC(=O)Nc1cc(C(F)(F)F)ccc1N1CCOCC1
10. CC(C)CNC(=S)NNC(=O)c1csc2c1CCCC2
11. CC(C)(C)NC(=O)NC(=O)CN1C(=O)NC(c2ccccc2)(c2ccccc2)C1=O
12. O=C(OCCOc1cccc(Cl)c1)C1CCN(S(=O)(=O)c2ccccc2)CC1
13. O=C(c1ccc(C(F)(F)F)cc1)C1CCCN(C(=O)CCn2cncn2)C1 (stereo unspecified)
14. CCCCCc1cc(=O)oc2c(C(CCN(CC)CC)c3ccc(N(C)C)cc3)c(OC)cc(OC)c12 (stereo unspecified)
15. CC(=O)Nc1ccc2c(CSc3nnc(N)s3)cc(=O)oc2c1
16. O=C(NCc1cccnc1)NC1(C(F)(F)F)Oc2ccc(Cl)cc2O1 (stereo unspecified)

compound no. | 7 | 8 | 9 | 10 | 11 | 12 | 13 | 14 | 15 | 16
bovine MsrA act | -0.5 | -6.3 | -2.1 | -0.5 | -1.2 | -1.3 | -2.4 | -3.1 | -4.2 | -1.9
MsrA inhibitor | 0.6 | -1.8 | -0.6 | 0.8 | 1.2 | 1.4 | -1.0 | -1.4 | 2.0 | /
Tb MetRS inh | -0.1 | -0.7 | 0.2 | 0.1 | 0.6 | 0.2 | -0.4 | 0.3 | -0.6 | 0.0
STEP inh | 0.1 | -2.4 | 6.4 | 3.4 | -1.4 | 2.2 | -2.7 | 2.2 | -2.7 | -3.2
SUMO1-SIM PPI | 2.2 | 1.6 | 1.0 | -2.3 | 1.9 | -5.1 | -1.3 | -16.5 | -15.4 | 3.0
LMPTP block | -1.9 | -7.8 | -1.5 | 1.1 | 0.0 | 4.6 | 0.4 | -0.6 | -2.4 | -0.1
eLon inh | 2.5 | 0.6 | -5.4 | -9.3 | -8.3 | 0.2 | -0.1 | -2.7 | -2.5 | -8.6
Scp1 inh | -4.7 | -6.1 | -10.5 | -2.7 | -7.7 | -18.3 | -1.1 | -0.2 | -2.7 | -12.9
CendR NRP1 mod | -11.6 | -11.8 | 2.4 | -1.9 | 14.8 | 11.7 | -4.8 | 1.4 | -7.3 | -4.8
DNMT1 block | 3.8 | -3.8 | 1.0 | 1.6 | 6.1 | 4.3 | 1.4 | 6.9 | -1.8 | 6.0

17. Cc1ccc(-c2ccc(CN3C(C(C)C)C(=O)N(Cc4cn(CCC5OCCCO5)nn4)CCS3(=O)=O)cc2)cc1 (stereo unspecified)
18. Cc1cc(C)c(CNC(=O)c2cc(C3CC3)nc3c2cnn3C(C)C)c(=O)[nH]1
19. O=C(Nc1nccs1)c1cncc(Br)c1
20. O=C(NCCc1ccccc1)C(=O)NCC1OCCN1S(=O)(=O)c1ccc(Cl)cc1 (stereo unspecified)
21. O=C(NCC1CCCO1)C(=O)NCC(c1ccco1)N1CCN(c2ccccc2F)CC1 (stereo unspecified)
22. CN(C)S(=O)(=O)c1ccc(C(=O)Nc2ccccn2)cc1
23. COc1ccc(CCN=C(N)NS(=O)(=O)c2ccc(OC)cc2)cc1
24. CCCCN(CC)C(=O)Cn1cnc2sc(C)c(S(=O)(=O)N3CCC(C)CC3)c2c1=O

compound no. | 17 | 18 | 19 | 20 | 21 | 22 | 23 | 24
bovine MsrA act | -4.7 | -1.9 | -0.5 | -5.2 | -2.5 | -2.9 | 0.6 | 0.1
MsrA inhibitor | 0.0 | -1.4 | 1.4 | 0.8 | -0.1 | 0.3 | 0.5 | -0.2
Tb MetRS inh | -1.6 | -0.2 | -0.6 | -0.3 | 0.1 | -0.1 | 0.3 | -0.2
STEP inh | 2.4 | 1.2 | -0.6 | 13.1 | 0.6 | -2.2 | 0.2 | -0.1
SUMO1-SIM PPI | 0.2 | 1.6 | 3.0 | 0.4 | 2.2 | 3.4 | 0.7 | 0.2
LMPTP block | 3.1 | -0.9 | -0.1 | -1.5 | -0.3 | -1.0 | 1.0 | 0.7
eLon inh | 0.5 | -19.3 | -7.8 | -19.0 | 11.8 | 1.8 | 3.6 | -9.9
Scp1 inh | / | -1.7 | -3.0 | -12.3 | -10.3 | 0.5 | -0.2 | -3.4
CendR NRP1 mod | -3.6 | 8.2 | -6.8 | -1.4 | 4.4 | -0.7 | 5.4 | -10.4
DNMT1 block | -11.3 | 0.1 | -0.4 | -2.2 | -4.9 | 1.6 | 4.2 | 0.8

# Compounds above containing fluorine:
1. CCCOC1CCCN(C(=O)c2cc(COc3ccc(F)c(F)c3)on2)C1 (stereo unspecified)
5. O=C(Nc1ccc(F)cc1)c1nc[nH]c1C(=O)O
9. CC(C)CC(=O)Nc1cc(C(F)(F)F)ccc1N1CCOCC1
13. O=C(c1ccc(C(F)(F)F)cc1)C1CCCN(C(=O)CCn2cncn2)C1 (stereo unspecified)
16. O=C(NCc1cccnc1)NC1(C(F)(F)F)Oc2ccc(Cl)cc2O1 (stereo unspecified)
21. O=C(NCC1CCCO1)C(=O)NCC(c1ccco1)N1CCN(c2ccccc2F)CC1 (stereo unspecified)

compound no. | 1 | 5 | 9 | 13 | 16 | 21
bovine MsrA act | -6.4 | -0.4 | -2.1 | -2.4 | -1.9 | -2.5
MsrA inhibitor | -1.1 | -0.3 | -0.6 | -1.0 | / | -0.1
Tb MetRS inh | -0.2 | 0.5 | 0.2 | -0.4 | 0.0 | 0.1
STEP inh | -1.7 | -1.6 | 6.4 | -2.7 | -3.2 | 0.6
SUMO1-SIM PPI | -1.6 | 1.5 | 1.0 | -1.3 | 3.0 | 2.2
LMPTP block | -0.3 | -0.3 | -1.5 | 0.4 | -0.1 | -0.3
eLon inh | 8.7 | 2.9 | -5.4 | -0.1 | -8.6 | 11.8
Scp1 inh | -1.6 | -4.2 | -10.5 | -1.1 | -12.9 | -10.3
CendR NRP1 mod | 4.5 | -0.2 | 2.4 | -4.8 | -4.8 | 4.4
DNMT1 block | 0.4 | -0.4 | 1.0 | 1.4 | 6.0 | -4.9
